aSyn UTR inh – MLPCN primary screen, SNCA 5' untranslated region; alpha-synuclein 5'UTR reporter, inhibitor activity; inhibition, % (tested at 7.5 µM); 0.82% of 300,000 active; in the data active = inhibition above about 60%;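 also: H4 neuroglioblastoma cells stably carrying SNCA 5'UTR luciferase fusion; 0% = DMSO wells and 100% = positive control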
Platelet DG rel – inhibitors of platelet dense granule secretion, primary screen, cell-based, MLPCN, human platelets | 0.22% of 300,000 active | inhibition, %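 (compounds screened at 7.5 µM in platelet-rich plasma)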 | AID 1663, 2009 | human platelet-rich plasma, SFLLRN dense granule ATP release, luminescence;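 active = mean replicate score, as percent of positive control, at or above 50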
HSF1 inhib – HSF1 inhibitors in luciferase reporter cells, primary screen, cell-based, NIH3T3, luminescence; NIH3T3-HGL HSE-luciferase, MG132-induced, luminescence 8 h; active compounds read low; activity change, negative = inhibition, % at 7.5 µM (by protocol); 0.77% of 300,000 active;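 active = more than half of replicate wells show activity change below -50%, luminescence cut by over half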;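 also: luciferase reports HSF-1 transcriptional activity via heat shock element; 0% = median of DMSO wells and -100% = zero luminescence signal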
IEC-6 cytotox – cytotoxicity in IEC-6 intestinal epithelial cells, primary screen, cytotoxicity control for KLF5 inhibitor project, cell-based, luminescence. AID 1825, 2009. inhibition, % at 5 µM. 0.78% of 290,000 active. IEC-6 cytotoxicity, luminescence viability; in the data active = inhibition above about 22%;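 also: 0% = plate median of test compound wells and 100% = cytotoxic reference compound wells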
KLF5 inhibitor – KLF5 expression inhibitors, primary screen, DLD-1 cells, luminescence; DLD-1 KLF5 promoter-luciferase reporter; inhibition, % at 5 µM; 0.23% of 290,000 active;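 active = inhibition above a per-plate limit of that plate's mean compound inhibition plus 3 SD, cut at about 60% in these data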;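 also: 0% = DMSO wells and 100% = LY294002 at 200 µM; higher means less KLF5 promoter-driven luciferase light; inactives centre near -14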
GSK3B inh – human GSK3beta kinase inhibitors, primary screen, biochemical, cell-free homogeneous, HTS | GST-GSK3beta kinase, ADP-Glo luminescence, 60 min; active compounds read low | activity score (negative = inhibition), % at 10 µM | 0.038% of 300,000 active;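 active = more than half of replicate wells score below -50%, meaning over 50% inhibition versus plate controls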;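 also: 0% = median DMSO wells and -100% = median GW8510 positive control wells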
Target sequence (P49841 whole entry, looked up): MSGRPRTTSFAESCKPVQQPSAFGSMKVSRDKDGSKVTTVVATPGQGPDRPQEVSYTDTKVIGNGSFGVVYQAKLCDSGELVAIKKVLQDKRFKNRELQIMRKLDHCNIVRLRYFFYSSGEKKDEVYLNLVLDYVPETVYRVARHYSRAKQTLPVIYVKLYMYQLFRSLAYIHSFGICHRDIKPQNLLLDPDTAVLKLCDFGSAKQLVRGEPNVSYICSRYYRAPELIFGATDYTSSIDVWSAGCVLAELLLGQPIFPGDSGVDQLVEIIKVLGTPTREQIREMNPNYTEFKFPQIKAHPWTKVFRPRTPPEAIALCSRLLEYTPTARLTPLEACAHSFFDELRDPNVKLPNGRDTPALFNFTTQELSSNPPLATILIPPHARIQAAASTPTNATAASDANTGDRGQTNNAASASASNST
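Test system: GST-tagged human GSK3beta kinase, cell-free; evaluation: activity score scaled between in-plate DMSO and GW8510 controls; measured by: ADP-Glo luminescence; incubation: 60 min reaction, RT; benchmarks: DMSO and 20 µM GW8510; reagent: peptide substrate plus 25 µM ATP (final); medium: Tris/MgCl2 kinase buffer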
HSF-1 act – HSF-1 activators, primary screen, NIH3T3-HGL cells, MG132 stress, luminescence, single point; NIH3T3-HGL HSF-1 luciferase reporter, 8 h; 100% = twice DMSO control signal; activation, % at 9 µM; 1.7% of 300,000 active; AID 504408, 2011;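 active = mean replicate activation of at least 50% with a set share of replicates each reaching 50%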;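 also: 0% = median of the neutral control wells and 100% = twice that signal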
HSP90 inh – HSP90 inhibitors, primary screen, cell lysate, luminescence. Rabbit reticulocyte lysate, luciferase refolding luminescence, 3 h. inhibition, % at 5.6 µM. 0.91% of 290,000 active. AID 1789, 2009;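 active = inhibition above the screen-wide mean plus 3 SD, computed separately per campaign, cut at about 16% in these data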;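 also: 0% = DMSO wells and 100% = 60 µM geldanamycin wells; inhibitors lower the luminescence because luciferase stays unfolded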
GSK3 alpha inh – blockers of GSK3A enzyme activity – biochemical, luminescence, cell-free homogeneous, HTS, primary screen; AID 2650, 2010; inhibition, % at 10 µM; GSK-3 alpha kinase, ADP-Glo luminescence, 60 min; 0.1% of 320,000 active;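 in the data active = inhibition above about 50%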;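 also: GST-tagged GSK-3 alpha with peptide substrate and 25 µM ATP; 0% = DMSO neutral wells and 100% = GW8510 positive control wells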
Target sequence (P49840 whole entry, looked up): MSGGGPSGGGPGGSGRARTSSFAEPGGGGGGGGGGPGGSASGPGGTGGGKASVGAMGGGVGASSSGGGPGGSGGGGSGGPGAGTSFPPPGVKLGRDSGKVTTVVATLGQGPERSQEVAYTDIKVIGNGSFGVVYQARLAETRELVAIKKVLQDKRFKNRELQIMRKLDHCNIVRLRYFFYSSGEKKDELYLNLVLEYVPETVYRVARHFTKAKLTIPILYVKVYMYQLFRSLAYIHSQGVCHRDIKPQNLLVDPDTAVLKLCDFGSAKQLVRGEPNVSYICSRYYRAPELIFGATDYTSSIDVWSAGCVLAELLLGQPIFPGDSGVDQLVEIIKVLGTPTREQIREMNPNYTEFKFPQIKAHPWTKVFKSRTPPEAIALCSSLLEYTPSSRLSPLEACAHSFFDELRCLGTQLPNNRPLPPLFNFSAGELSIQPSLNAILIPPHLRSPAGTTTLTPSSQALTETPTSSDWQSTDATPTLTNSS
DYRK1A inh – rat Dyrk1A kinase inhibitors, primary screen, biochemical, single point, plate reader. inhibition, % at 12.5 µM. Dual specificity tyrosine-phosphorylation-regulated kinase 1A (Rattus norvegicus), Q63470. 0.43% of 310,000 active. ADP-Glo luminescence, NFATc1 peptide; in the data active = inhibition above about 50%;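 also: plate controls were vehicle with enzyme for no effect and no enzyme for full effect; many of its hits are not listed in these tables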
An asterisk follows results filed as active; . = not tested or not shown; & = joins results of further samples.

smiles,HSF1 inhib,IEC-6 cytotox,KLF5 inhibitor,GSK3B inh,Platelet DG rel,aSyn UTR inh,DYRK1A inh,HSP90 inh,GSK3 alpha inh,HSF-1 act
COC(=O)[C@H](CC(C)C)NC(=O)N1CCCCC1C (stereo partly drawn),.,-1,-14,-1,.,.,1,-1,0,.
Cn1c(SCC(=O)Nc2nccs2)nnc1C1CC1,12,-6,-13,-6,-15,-2,-2,-1,18,19
CCn1c(SCC(=O)Nc2ccc3c(c2)oc2ccccc23)nnc1-c1ccc(N)cc1,0,7,-8,5,1,-53,3,6,2,3
COC(=O)c1ccc(Cl)c(NC(=O)NC23CC4CC(CC(C4)C2)C3)c1,0,3,-19,0,-3,33,3,-1,-3,3
O=C1ON=C(c2ccccc2)/C1=C\c1ccco1,1,-8,-4,2,10,-6,8,1,-1,-15
CSCC[C@H](NC(=O)c1ccc2c(c1)OCO2)c1nnc2ccccn12,3,-1,4,2,-11,-2,.,1,0,10
CN1CCN(C(=O)Nc2ccc3c(c2)N(C)C(=O)c2ccccc2S3)CC1,-3,10,-22,-1,0,-6,-5,3,-1,-2
COc1ccc(CC(=O)Nc2ccc(-c3nnc(-c4ccccc4)o3)cc2)cc1OC,-5,-3,-21,0,-1,0,-2,0,.,1
CN(C)CCCN=c1cc(-c2ccccc2)oc2ccc(Cl)cc12,.,-7,-91,.,.,.,3,-1,.,.
O=C1CCCN1CC(=O)N1CCCC(N2CCN(c3cccc(Cl)c3)CC2)C1 (stereo not drawn),2,-6,-27,0,1,-44,1,2,0,5
CCN(CC)c1ccc(/C=N/NC(=O)c2c(-c3ccccc3)noc2C)cc1,-4,0,4,0,9,9,7,8,0,5
O=[N+]([O-])c1ccc(-c2cc(-c3ccncc3)nc3ccc4ccccc4c23)cc1,.,1,1,.,.,.,2,0,.,.
COc1ccc(NS(=O)(=O)/C=C/c2ccc(OC)c(OC)c2)cc1,5,-9,-17,2,-2,-4,4,2,-3,32
O=C1CC(N2CCN(c3ccccc3)CC2)C(=O)N1c1cccc(Br)c1 (stereo not drawn),-4,3,-2,-1,1,15,-2,2,7,17
C=CCOC(=O)C(=O)/C=C/c1coc2ccccc2c1=O,2,-1,-8,-4,-2,-21,0,0,0,1
Brc1ccc(-c2cn3c(n2)SCC3)cc1,26,-3,-171,2,0,-179,-1,-4,-2,63*
CCOC(=O)c1cc(NC(=O)NCc2ccco2)c(C)nc1C,0,3,7,1,-39,-6,-6,-2,-4,-2
COc1ccc2nc3ccccc3nc2c1NC(=O)c1ccc(Cl)cc1Cl,-2,2,-18,-2,-7,-12,-8,-6,-2,-4
Cc1ccc(N2C(=O)NC(NC(=O)C(C)(C)C)(C(F)(F)F)C2=O)cc1 (stereo not drawn),-2,-5,-5,-3,-21,3,5,-2,-2,-4
Nc1nnnn1/N=C/c1ccc(F)cc1,11,-6,-36,1,1,1,6,-1,0,-5
O=C(Cn1cnc([N+](=O)[O-])n1)N/N=C/c1cccc(Cl)c1,-5,5,-4,3,-2,17,2,4,0,-4
Cc1ccc(N2C(=O)SC(Cc3ccccc3)C2=O)cc1 (stereo not drawn),0,0,6,-2,8,37,-5,-4,-1,14
NC(=O)c1ccccc1NC(=O)CCc1ccccc1,12,-4,-63,4,7,-113,9,-3,1,8
CCCOC(=O)C1=C(C)NC2=C(C(=O)CCC2)C1c1cc(OC)ccc1OC (stereo not drawn),-3,1,-32,4,2,-3,2,1,1,-7
Cc1cc(C(=O)NN=Cc2ccc(OC(=O)c3ccco3)cc2)c(C)o1,-11,.,.,.,.,.,-2,.,-1,-11
CC(C)NC(=O)c1onc(CSc2ccc(Cl)cc2)c1C(=O)NC(C)C,5,.,.,2,4,3,-9,.,-1,11
Nc1c(S(=O)(=O)c2cc(Cl)ccc2Cl)c2nc3ccccc3nc2n1CCN1CCOCC1,28,4,-11,-2,-3,6,1,0,-4,41
COc1ccc(OCC(=O)Nc2ccc(S(=O)(=O)N3CCCCCC3)cc2)cc1,-3,2,3,2,7,22,-6,-1,0,-9
COc1cc2c(cc1OC)CN(C(=O)CCN1C(=O)C3CCCCC3C1=O)CC2 (stereo not drawn),-6,0,-16,2,2,1,5,-1,-2,-22
CCOC(=O)Nc1ccc2c(c1)N(C(=O)OCCN(C)C)c1ccccc1CC2,-3&-2,3&4,-4&-13,1&-1,-4&3,-25&-15,4&-4,-2&2,.,0&6
CN(C)S(=O)(=O)c1cc(C(=O)O)c(NC2CCCCC2)cc1Cl,2,0,-27,3,-2,40,0,4,-7,-12
CCOc1cccc(C(=O)Nc2ccc3oc(Cc4ccc(Cl)cc4)nc3c2)c1,3,-1,-47,0,-3,-14,6,6,1,-1
O=[N+]([O-])c1cc(S(=O)(=O)N2CCCC2)ccc1N/N=C1/CCCc2ccccc21,1,0,-15,1,7,16,-2,-2,-3,7
O=C(NCc1ccccc1)C(c1cccs1)N(C(=O)c1csnn1)C1CC1 (stereo not drawn),-8,-1,-16,-1,-1,-6,-9,0,2,-5
CN(C)CC#Cc1cncc(C(=O)NNC(=O)Nc2ccc(Cl)cc2)c1,-5,4,-18,3,8,-11,3,1,1,19
C=C(C)COc1ccc2c(C)c(CCC(=O)NC3CC3)c(=O)oc2c1,-5,-2,-38,4,-8,-28,-5,-3,-2,8
CCOC(=O)C1CCCN(Cc2nc3ccc([N+](=O)[O-])cc3c(=O)n2-c2ccc(OC)cc2OC)C1 (stereo not drawn),8,-7,-4,-5,5,-1,1,-2,-1,12
Cc1ccnc(NS(=O)(=O)c2cccs2)c1,-14,5,-6,-4,-12,-31,6,-2,1,-22
O=C(/C=C/c1ccco1)NCc1ccco1,-6,-4,-10,12,8,-1,-5,-2,-1,-26
COc1ccc(-c2noc(COc3ccc(C)c(C)c3)n2)cc1OC,7,-1,1,-1,-1,-17,2,4,-1,30
C=C(C)CNC(=S)NN=C1c2ccccc2-c2ccccc21,14,3,-17,-7,0,-19,1,1,3,37
COc1cccc(NC(=O)C2CC(=O)n3cnnc3S2)c1 (stereo not drawn),.,1,-6,.,.,.,1,5,-3,.
Cc1cc(O)c(C(C)C)cc1N=Cc1ccccc1O,19,-2,-30,-1,5,-1,2,1,-3,7
COC(=O)c1c(-c2cccs2)csc1NC(=O)c1cccnc1,.,-2,-17,1,-2,-87,18,-2,.,.
S=C(NCCc1ccccn1)Nc1ccccc1,3,6,-30,4,-2,-16,-7,4,-2,-4
CC(=O)NC(CC(=O)O)C(=O)O (stereo not drawn),1,.,.,0,-11,9,1,.,0,5
Cc1ccc(NC(=S)NCCN(C2CCCCC2)C2CCCC2)cc1,2,8,-13,-5,5,-3,-4,6,2,2
COc1ccc(C(=O)COC(=O)[C@H](C)Nc2ccc(C(F)(F)F)cc2[N+](=O)[O-])cc1,-6,0,-17,-1,-3,-9,2,0,2,-8
CCn1c(SCC(=O)Nc2ccc(C(C)=O)cc2)nnc1C1CC1,3,-4,-9,2,2,-2,-4,-2,1,7
O=C(NCc1ccncc1)c1ccc(OCc2ccccc2)cc1,5,-4,-56,4,-9,-19,10,-4,-1,-8
Cc1c(Cl)c([N+](=O)[O-])nn1CCCC(=O)Nc1sc2c(c1C#N)CCC2,.,-1,-46,0,11,-11,13,-2,-1,.
COC(C/C=C\C(=O)[C@H](C)OCc1ccccc1)OC,2,.,.,-3,2,-12,-4,.,0,14
Cc1cccc(CSc2nc(N)c(C#N)c(-c3cccs3)c2C#N)c1,2,6,-12,3,-3,35,-3,8,-3,-6
O=C(Nc1ccccc1)c1nnn(Cc2ccccc2)c1NC(=O)C(F)(F)F,4,0,-78,5,3,-72,1,-4,-5,23
COc1ccc(-c2nc(CS(=O)CC(=O)N3CCN(C)CC3)c(C)o2)cc1 (stereo not drawn),8,-2,-24,1,2,-2,.,-2,-2,19
COc1cccc(NC(=O)C2CCCN(c3ncnc4c3nc3n4CCCCC3)C2)c1 (stereo not drawn),-4,-1,2,0,20,0,4,-2,2,-5
O=[N+]([O-])c1cccc(C=Nc2cc3c(cc2Br)OCCO3)c1,.,-2,-3,.,.,.,1,1,-1,.
O=C(NCc1ccncc1)/C(=N/O)c1ccccc1,7,-8,-49,2,-5,-17,-1,-2,-1,3
O=C(c1ccccc1)c1cc2ccccc2oc1=O,0,-6,-32,-2,-3,-39,0,-1,-1,28
C=CCn1c(Cc2cccs2)nnc1SCC(=O)Nc1ccc(C(=O)OCC)cc1,4,-1,-13,5,-1,-9,-2,-2,-1,6

Going on with the list.
smiles,HSF1 inhib,IEC-6 cytotox,KLF5 inhibitor,GSK3B inh,Platelet DG rel,aSyn UTR inh,DYRK1A inh,HSP90 inh,GSK3 alpha inh,HSF-1 act
Cc1c(N(C)C(=O)c2ccc3c(c2)OCO3)c(=O)n(-c2ccccc2)n1C,0,-5,-27,5,-3,2,2,1,0,-12
COc1cccc(-c2onc3ccc(C(C)=O)cc23)c1,0,2,-46,2,-2,-52,6,13,1,13
Cc1ccc(CSc2nnc(-c3ccncc3)n2N)cc1,2,-5,7,-5,4,-10,.,-2,0,1
Cc1onc(C(N)=O)c1C(=O)Nc1ncc(C(F)(F)F)cc1Cl,0,5,-33,-1,-4,14,1,-2,0,-13
COc1ccc(CCNC(=O)CSc2nnc(-c3cccc(C)c3)o2)cc1OC,-13,-3,-2,5,2,-4,2,1,-1,-4
CC(=O)c1ccc(N2CC(C)(C)C2=O)cc1,-6,3,-1,1,0,-8,-3,1,0,-5
COc1ccccc1NC(=O)NC1(C(=O)N2CCCCC2)CCCCC1,4,2,-10,.,-1,14,-5,0,0,48
S=c1[nH]nc(-c2ccccn2)n1/N=C/c1ccc(-c2ccccc2Br)o1,-7,-8,-39,4,0,41,0,-1,.,-5
CC(=O)c1cc(C#N)c(SCc2ccncc2)nc1C,1,3,-17,0,1,-47,4,-2,2,-17
Cc1cc(C(=O)CSc2nnc(N)s2)c(C)n1Cc1ccco1,26,4,-68,1,0,28,3,13,0,14
OC(COCc1ccco1)CN1CCN(c2ccccc2)CC1 (stereo not drawn),-4,-6,-17,2,-3,-2,10,1,-5,-1
CCN1CCN(C(c2ccc(C(F)(F)F)cc2)c2ccc3cccnc3c2O)CC1 (stereo not drawn),23,15,29,-2,-3,25,-8,9,1,43

High-throughput results deposited in PubChem BioAssay by several laboratories.

These rows are one share of the data; the hit share may differ from the screen's.
